TEAD-YAP inh – TEAD-YAP interaction inhibition. HEK-TIYL cells, TEAD-Gal4/YAP UAS-luciferase luminescence. inhibition, % at 9.12 µM. 1.4% of 640,000 active; in the data active = inhibition above about 32%;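 note: 0% = median of test compound wells and 100% = reference inhibitor wells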
MITF primary – human MITF inhibition, primary screen | O75030 | AlphaScreen MITF homodimerization, bead proximity signal | inhibition, % at 2.6 µM | 0.91% of 650,000 active | AID 1259374; in the data active = inhibition above about 50%;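 note: 0% = vehicle wells with protein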
FBW7 act – activators of human E3 ligase FBW7 | Q969H0 | AlphaScreen FBW7–phospho-cyclin E peptide binding, activator screen | normalized activity (activation), % at 26.1 µM | 0.13% of 650,000 active | AID 1259310; in the data active = normalized activity above about 1.9%;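 note: purified mutant Fbw7 with reduced substrate affinity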
Target sequence (Q969H0 whole entry, looked up): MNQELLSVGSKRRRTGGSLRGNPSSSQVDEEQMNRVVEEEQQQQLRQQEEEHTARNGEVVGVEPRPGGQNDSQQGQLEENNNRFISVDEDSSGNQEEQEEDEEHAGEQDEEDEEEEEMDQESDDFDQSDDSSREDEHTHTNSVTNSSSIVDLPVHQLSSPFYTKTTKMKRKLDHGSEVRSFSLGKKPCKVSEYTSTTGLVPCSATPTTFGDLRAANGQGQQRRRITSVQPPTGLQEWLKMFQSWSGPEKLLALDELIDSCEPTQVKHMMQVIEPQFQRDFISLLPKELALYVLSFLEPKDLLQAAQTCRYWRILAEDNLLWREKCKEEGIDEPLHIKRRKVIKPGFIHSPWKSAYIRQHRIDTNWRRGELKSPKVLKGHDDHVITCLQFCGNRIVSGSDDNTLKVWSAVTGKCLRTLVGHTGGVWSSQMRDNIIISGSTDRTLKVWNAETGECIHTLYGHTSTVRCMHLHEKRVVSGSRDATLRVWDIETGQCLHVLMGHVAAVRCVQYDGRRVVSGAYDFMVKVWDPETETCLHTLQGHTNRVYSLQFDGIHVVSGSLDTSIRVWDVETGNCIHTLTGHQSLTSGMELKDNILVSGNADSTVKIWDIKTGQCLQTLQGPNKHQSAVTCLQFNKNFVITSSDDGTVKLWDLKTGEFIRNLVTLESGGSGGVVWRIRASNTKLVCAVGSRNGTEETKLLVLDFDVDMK
GPR151 activ – activates the human receptor GPR151; Q8TDV0; PathHunter beta-arrestin GPR151 cells, luminescence; activation, % at 11.2 µM; 1% of 650,000 active; AID 1508602; in the data active = activation above about 4.9%;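 note: 0% = median of compound wells and 100% = cells with positive control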
* = called active by the depositor; . = not tested or not shown.

SMILES | TEAD-YAP inh | MITF primary | FBW7 act | GPR151 activ
O=C1CC(n2nc(-c3ccc(Cl)cc3)n(Cc3ccccc3)c2=S)C2COC1O2 (centres undefined) | 6.0 | -2.0 | -0.1 | -0.2
NC(=O)c1ccc(NC(=O)CN2c3cccc4cccc(c34)S2(=O)=O)cc1 | -2.2 | 1.4 | 0.0 | 0.4
CCOC(=O)COc1ccc(/C=C2/SC(=S)N(C)C2=O)cc1OCC | 2.6 | 9.8 | 0.0 | 0.5
C=CCNS(=O)(=O)c1ccc(NC(=O)COc2ccccc2)cc1 | -17.0 | -3.3 | -0.1 | -0.6
CN(C(=O)Cn1nc(-c2ccoc2)oc1=O)C1CCCCC1 | -14.3 | -8.0 | -0.4 | 0.1
CCOC(=O)c1ccccc1NC(=O)Cc1noc2ccccc12 | -27.3 | 7.8 | 0.2 | -2.6
O=C(/C=C/c1ccc([N+](=O)[O-])cc1)NCCC1=CCCCC1 | 3.6 | 10.6 | -0.1 | 0.2
Oc1c(Br)cc(CN2CCOCC2)c2cccnc12 | 75.0* | 101.5* | -0.9 | 0.3
Cc1cn(S(=O)(=O)c2ccc(Cl)c(Cl)c2Cl)cn1 | 4.7 | 6.7 | 0.0 | 0.3
CSc1nc(N)n(CC(=O)NCc2cccs2)n1 | -8.8 | 10.1 | 0.9 | -0.5

Profiles from above. Order of screens: TEAD-YAP inh	MITF primary	FBW7 act	GPR151 activ
`CN(C(=O)Cn1nc(-c2ccoc2)oc1=O)C1CCCCC1` reads -14.3	-8.0	-0.4	0.1
`NC(=O)c1ccc(NC(=O)CN2c3cccc4cccc(c34)S2(=O)=O)cc1` reads -2.2	1.4	0.0	0.4
`C=CCNS(=O)(=O)c1ccc(NC(=O)COc2ccccc2)cc1` reads -17.0	-3.3	-0.1	-0.6

(list continues)
SMILES | TEAD-YAP inh | MITF primary | FBW7 act | GPR151 activ
CCC(c1nnnn1Cc1ccco1)N1CCN(C)CC1 (centres undefined) | 2.8 | 12.1 | 0.3 | -0.5
CCCOC(=O)Nc1ccccc1C(N)=O | -7.8 | -2.9 | -0.1 | -0.8
Cc1cc(-c2cncnc2C2CCCN(C(=O)C3(c4ccccc4)CC3)C2)on1 (centres undefined) | -1.2 | -1.7 | -0.1 | 0.2
O=c1cc(CN2CCN(c3cccc(Cl)c3)CC2)occ1OCc1ccc(F)cc1 | 8.4 | 13.3 | -0.2 | 1.5
O=C(Nc1ccc2oc(-c3cccc4c(Br)cccc34)nc2c1)c1cccc(I)c1 | -3.5 | -13.0 | -0.2 | 1.3
COc1ccc(-n2nc(C(=O)NCC(=O)Nc3cc(C)c(Cl)cc3OC)c3ccccc3c2=O)cc1Cl | 1.9 | -1.0 | -0.1 | 0.0
COc1ccc(/C=N/NC(=S)Nc2cccc(C(=O)O)c2)cc1OC | 10.3 | -3.0 | 0.0 | 3.1
CCOc1ccc(C2CC(=O)N3CN(Cc4ccco4)CSC3=C2C#N)cc1 (centres undefined) | 7.8 | 8.3 | -0.2 | -0.6
C=CCOc1ccc(/C=C2\C(=O)N(CC=C)C(C)=C2C(=O)OC)cc1OC | -5.1 | 9.4 | 0.2 | 0.7
Cc1cc(C)cc(NC(=O)CSc2nc(C(F)(F)F)cc(=O)[nH]2)c1 | 3.0 | 13.3 | 0.7 | -1.6
CN(CCOc1ccccc1)S(=O)(=O)c1cccc(Cl)c1Cl | 6.0 | -2.8 | 0.1 | 0.7
COc1ccc(-c2cc3nc(C4CCCNC4)cc(N)n3n2)cc1 (centres undefined) | -5.3 | -3.9 | -0.2 | 0.2
CCOc1ccc(NC(=O)CSc2nc3cc4c(cc3cc2C#N)OCCO4)cc1 | 28.4 | 2.6 | 0.1 | -0.8
N#Cc1ccccc1NC(=O)c1noc2c1COc1ccccc1-2 | -10.2 | -5.0 | -0.1 | 0.1
CCOCc1cn(CC(=O)c2ccccc2)c(C)nc1=N | 0.8 | -3.6 | -0.2 | -0.7
COc1cccc(CN[C@H]2C[C@H]3C(=O)N[C@H](C)C(=O)N3C2)c1 | -2.5 | 17.2 | 1.0 | -0.8
Cc1cc2c(N3CCN(Cc4ccc5c(c4)OCO5)CC3)ncnc2s1 | 45.5* | 17.3 | 0.0 | 1.1
Cc1cc(O)cc(O)c1/C=N/NC(=O)COc1ccccc1Cl | 30.5 | 4.1 | -0.9 | 0.3
c1ccc(Cn2nnnc2CN2CCN(c3ccccc3)CC2)cc1 | -10.2 | -6.6 | 0.0 | 0.0
O=C(Nc1ccccc1Cl)c1ccc2c(c1)N(Cc1ccc(F)cc1)C(=O)CS2=O (centres undefined) | -3.5 | 14.2 | 1.2 | -1.0
Cc1c(C(C)NC(=O)CCc2cccs2)cnn1-c1ccccn1 (centres undefined) | -12.2 | -4.7 | -0.3 | 3.1
O=C(CCn1cccn1)N1CCC(c2ccncc2)CC1 | 2.1 | -2.3 | -0.1 | 0.0
Cc1ccc2nc(-c3ccc(NC(=O)CN4CCOCC4)cc3)sc2c1 | -3.3 | 22.3 | -0.1 | 2.6
COc1ccc(/C=N/NC(=O)CN(C)S(=O)(=O)c2ccc(C)cc2)cc1OC | -8.8 | -5.5 | 0.1 | 1.2
COc1ccc(O)c(C2=Nc3ccccc3N=C(c3cccc(C)c3)C2)c1 | -3.3 | 20.5 | 0.1 | 1.2
Cc1ccc(C2=NC(CC(C)C)NC(c3ccccc3O)C2)cc1 (centres undefined) | -37.7 | 0.6 | 0.2 | 0.2
N=c1c(C(=O)NC2CCCC2)cc2c(=O)n3ccccc3nc2n1C1CCCC1 | 1.0 | 5.7 | 0.5 | -1.2
CCOC(=O)c1ccccc1Nc1ccc([N+](=O)[O-])cc1C(=O)OCC | 7.9 | 5.0 | -0.1 | -0.7
CCOc1ccc(C2C(=O)N(C3CCCCC3)CC(=O)N2Cc2cccc(OC)c2)cc1OC (centres undefined) | 1.3 | 13.8 | -0.4 | 1.1
N#Cc1ccccc1S(=O)(=O)N1CCN(C(=O)C2COc3ccccc3O2)CC1 (centres undefined) | 4.0 | 8.3 | -0.1 | -0.8
CCCS(=O)(=O)C(=C1NCCO1)S(=O)(=O)CCC | 3.1 | 9.3 | -0.2 | 0.7
Cc1cc2nc(C3CCCCN3C(=O)CCn3[nH]c(=O)ccc3=O)[nH]c2cc1C (centres undefined) | -2.1 | 5.8 | -0.1 | -1.0
CC(=O)c1cc(-c2ccccc2)n(CCC(=O)N2CCCCCC2)c1C | -11.9 | 2.0 | -0.3 | -0.8
Cc1cccn2c(=O)c(/C=C3\SC(=S)N(C)C3=O)c(NCCOCCO)nc12 | -4.8 | 0.6 | -0.1 | -0.2
O=C(N/N=C/c1c(O)ccc2ccccc12)C(=O)Nc1cccc(Br)c1 | 9.0 | 3.4 | -0.1 | 0.1
Cc1cccc(C)c1OCCOc1ccc(/C=C2/C(=N)N3N=C(CC(C)C)SC3=NC2=O)cc1 | 1.4 | 8.5 | 0.0 | -0.7
O=c1[nH]c2cc3c(cc2cc1CN(CCCO)Cc1nnnn1C1CCCC1)OCCO3 | -12.1 | 0.1 | -0.2 | -1.4
CCOc1cccc2cc(-c3nc(-c4ccccc4)c4cc(Cl)ccc4n3)c(=O)oc12 | 3.0 | 6.6 | 0.1 | -0.9
Cc1ccc(/C=C(\C#N)C(=O)N(CCC#N)c2ccccc2)o1 | -4.0 | 1.2 | -0.2 | -0.4
O=C(Nc1cccc(NC(=O)c2ccc([N+](=O)[O-])cc2[N+](=O)[O-])c1)c1ccc(F)cc1 | -3.1 | 7.0 | 0.0 | -1.8
O=C(c1cc(-c2ccccc2)nc2ccccc12)N1CCCc2ccccc21 | -8.9 | -4.8 | -0.2 | -0.8
COC(=O)c1c(C)oc2c1cc(NS(=O)(=O)c1cccs1)c1ccccc12 | -7.5 | -3.2 | 0.0 | -0.8
CC(=O)N(CC(O)CN(C(C)=O)c1c(I)c(C(=O)NCC(O)CO)c(I)c(C(=O)NCC(O)CO)c1I)c1c(I)c(C(=O)NCC(O)CO)c(I)c(C(=O)NCC(O)CO)c1I (centres undefined) | . | 0.3 | 0.0 | -1.1
O=C(CCNS(=O)(=O)c1ccc2[nH]c(=O)ccc2c1)Nc1cccc(-c2ccno2)c1 | 1.6 | 2.9 | 0.2 | -1.7
O=C1c2ccc(F)cc2C(=O)N1CCO | 1.6 | -9.7 | -0.1 | -0.3
N#Cc1ccccc1OCCCCn1cnc2ccccc21 | 35.0* | 47.2 | -0.1 | 3.2
CCOC(=O)C1=C(C)N=c2s/c(=C\c3cc(Br)c(O)c(OC)c3)c(=O)n2C1c1ccccc1 (centres undefined) | -4.2 | 1.5 | -0.2 | 1.3
COc1cc(CN2CCC(O)CC2)cc(OC)c1 | 4.0 | 16.0 | 0.1 | -0.7
CCC(CC)C(=O)Nc1c2c(nn1-c1ccc(F)cc1)CS(=O)(=O)C2 | 0.3 | -9.8 | -0.3 | -2.1
Cn1c(CCNC(=O)c2ccc(-c3ccccc3)cc2)nnc1SCc1ccccn1 | -3.6 | -18.7 | -0.1 | -0.1

Next structures follow.
SMILES | TEAD-YAP inh | MITF primary | FBW7 act | GPR151 activ
Cc1ccc(C)c(NC(=O)CC23CC4CC(C2)CC(n2nnc(C)n2)(C4)C3)c1 | 9.4 | 0.0 | -0.1 | 0.5
COc1ccc(C2C(C(=O)OC3CCCCC3)=C(C)NC3=C2C(=O)CC(C)(C)C3)cc1O (centres undefined) | 4.3 | 18.0 | 0.0 | -1.6
COC(=O)c1cc(COC(=O)COc2ccc(C)c(C)c2)oc1C | 1.9 | -3.0 | 0.2 | 3.0
Fc1ccc(NCc2nnc3n2CCCCC3)cc1Cl | -10.9 | -11.2 | 0.1 | 0.1
COc1cccc(CN2CCN(Cc3cccc(OC)c3O)CC2)c1O | -0.1 | 10.4 | 0.1 | -0.7
COc1cccc(C(=O)OCC(=O)c2ccc(Br)cc2)c1 | 13.2 | -3.0 | 0.0 | 0.1
COc1ccc(/C(C)=N/NC(=O)C(C)Nc2ccc(C)cc2)cc1 (centres undefined) | 1.2 | 13.3 | -0.1 | 1.5
CCN(CCC(=O)Nc1ccc(F)c(F)c1)Cc1ccccc1 | 7.0 | 14.5 | 0.0 | 2.4
O=C(CN(Cc1ccccc1F)C(=O)c1csnn1)NC1CCCC1 | 3.0 | 4.2 | 0.2 | -0.9
Cc1cccc(N2C(=O)c3cccc([N+](=O)[O-])c3C2=O)n1 | -1.9 | 0.9 | 0.1 | 2.3
Cc1ccc2c(c1)C(=O)C(=O)N2C | -10.3 | 18.9 | 0.7 | -1.2
COC(=O)c1ccc(NC(=O)c2ccc(NC(=O)c3cccc([N+](=O)[O-])c3)cc2)cc1 | 3.6 | -14.5 | -0.2 | 0.6
CC(C)(C)C1CC(O)CN(C(C)(C)C)C1 (centres undefined) | 10.9 | -8.7 | 0.0 | -0.5
COc1ccccc1OCC(=O)Nc1ccc2c(c1)N(C(=O)c1ccco1)CC2 | -14.1 | 17.9 | -0.2 | -2.2
Clc1ccc(Nc2nc3ccccc3nc2Nc2ccc(Cl)cc2)cc1 | 6.9 | 6.4 | 0.0 | -0.4
CC(C)(C)C(=O)CSc1nc2cc(C(=O)Nc3cccc(Cl)c3)ccc2c(=O)n1Cc1ccccc1 | 10.5 | -9.1 | -0.1 | -0.7
CCOc1ccccc1NC(=O)CSc1cc(=O)n(CC)c2ccccc12 | -0.3 | 13.3 | 0.1 | -0.6
COc1cccc(C2C(C(=O)Nc3cc(C)ccn3)=C(C)NC3=C2C(=O)CC(C)(C)C3)c1 (centres undefined) | 6.3 | -12.0 | 0.2 | 0.0
CC(=O)Nc1cc2nc(C)n(Cc3ccc([N+](=O)[O-])cc3)c2nc1C | 16.5 | 22.8 | 0.1 | -0.4
O=C(O)c1ccc(/C=N/NC(=O)c2ccncc2)cc1 | 0.1 | 8.5 | 0.0 | -0.6
CN(C(=O)NC(=O)Nc1ccc(C=C(C#N)C#N)cc1)S(C)(=O)=O | 12.1 | 2.3 | -0.1 | 2.3
Cc1cccc2cc(CN(Cc3ccco3)C(=O)N3CCOCC3)c(Cl)nc12 | -10.4 | 7.6 | 0.0 | 0.3
Cn1cc(CCC(=O)O)c2ccccc21 | -8.5 | 1.8 | -0.2 | 0.2
CNC(=O)Cc1nc2ccccc2n1CC(=O)Nc1cccc(C(C)=O)c1 | 6.6 | 15.2 | 0.8 | -1.0
COc1ccccc1CN1CCC(C(=O)N2CCN(Cc3ccccc3)CC2)CC1 | 15.2 | 51.8* | -0.1 | 1.4
COc1cc2nc(NC3CCN(Cc4ccccc4)CC3)nc(NCc3ccccc3)c2cc1OC | -1.6 | 0.1 | -0.3 | 1.5
Cc1cc(NC(=O)CSc2nc(-c3ccccc3)cs2)no1 | -4.4 | 7.4 | 1.1 | -9.3
COc1ccc(C(=O)N(C)Cc2ccc(C)o2)cc1OC1CCN(C(C)=O)CC1 | 3.1 | -8.0 | -0.1 | -0.4
COc1ccc(OC(C)C(=O)NCCc2nc3ccccc3[nH]2)cc1 (centres undefined) | -3.1 | -4.2 | 0.3 | -1.3
O=C(Cn1cc2c(n1)CCCC2)Nc1ccc(Cl)cc1 | -9.5 | 12.8 | 0.2 | -2.1
O=S(=O)(NCCc1csc2nc(-c3ccccc3)nn12)c1ccc(Cl)s1 | -0.7 | -2.8 | 0.0 | 0.7

Source: PubChem BioAssay (The Scripps Research Institute Molecular Screening Center)

Hits appear at their usual frequency (roughly 3.4% active in at least one column).
